m5-HT2A agonist = mouse Htr2a agonists via beta-arrestin recruitment, primary screen, cell-based, luminescence; CHO-K1 mHTR2A beta-arrestin complementation; percent of 30 µM serotonin response; 0.66% of 360,000 active; 5-hydroxytryptamine receptor 2A (Mus musculus), P35363; activation, % at 7.6 µM;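 active means activation above a run cutoff, the mean activation of all tested compounds plus 3 SD, cut at about 14% in these data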;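 further: 0% = plate median of compound wells and 100% = 30 µM serotonin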
Target sequence (P35363 whole entry, looked up): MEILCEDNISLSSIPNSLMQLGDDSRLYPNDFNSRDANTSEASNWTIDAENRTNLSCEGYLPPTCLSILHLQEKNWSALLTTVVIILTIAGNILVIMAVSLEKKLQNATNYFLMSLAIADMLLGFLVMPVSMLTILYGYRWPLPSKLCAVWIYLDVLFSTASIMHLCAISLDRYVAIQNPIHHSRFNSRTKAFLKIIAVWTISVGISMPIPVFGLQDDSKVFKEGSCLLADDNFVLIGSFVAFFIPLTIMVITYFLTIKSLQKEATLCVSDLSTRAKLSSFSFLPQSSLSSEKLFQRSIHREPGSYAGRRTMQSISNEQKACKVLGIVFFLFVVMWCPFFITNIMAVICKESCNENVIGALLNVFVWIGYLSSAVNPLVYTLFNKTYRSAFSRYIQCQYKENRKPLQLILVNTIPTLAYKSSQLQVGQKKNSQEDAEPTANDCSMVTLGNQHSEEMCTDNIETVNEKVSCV
NR2E3 ag = inhibitors of NR2E3-RetCOR corepressor binding, primary screen, NR2E3 agonist project, biochemical, TR-FRET, GST-NR2E3, biotin-RetCOR; Photoreceptor-specific nuclear receptor (Homo sapiens), Q9Y5X4; 1536-well; inhibition of corepressor binding, % at 4.78 µM; 0.12% of 320,000 active; AID 2300, 2010;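 active means percent inhibition above the cutoff of mean plus 3 SD of all tested compounds, set per screening campaign, cut at about 20% in these data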;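 further: 0% = DMSO wells and 100% = biotin wells as full block of FRET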
Target sequence (Q9Y5X4 whole entry, looked up): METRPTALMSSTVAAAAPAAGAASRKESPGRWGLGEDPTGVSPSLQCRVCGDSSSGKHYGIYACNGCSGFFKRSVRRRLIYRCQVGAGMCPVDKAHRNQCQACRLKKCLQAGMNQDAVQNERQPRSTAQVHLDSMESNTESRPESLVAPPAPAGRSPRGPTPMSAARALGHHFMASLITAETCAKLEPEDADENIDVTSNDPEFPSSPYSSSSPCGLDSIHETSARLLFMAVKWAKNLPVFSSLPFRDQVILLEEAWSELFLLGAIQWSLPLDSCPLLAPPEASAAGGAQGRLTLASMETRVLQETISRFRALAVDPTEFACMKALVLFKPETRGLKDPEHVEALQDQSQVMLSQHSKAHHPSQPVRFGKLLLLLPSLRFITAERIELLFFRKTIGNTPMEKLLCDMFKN
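Material: NR2E3–RetCOR corepressor complex / Amount: 1.35 nM GST-NR2E3 / Medium: Tris pH 7.5 / Compound: single nominal compound dose of 4.8 µM / Incubation: 5 h at 4 °C / Technique: TR-FRET, Eu(K)-anti-GST donor, streptavidin-D2 acceptor, ex 340, em 617/671 nm / Read-out basis: percent loss of FRET ratio relative to control wells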
HIF-2a block = HIF-2a reporter inhibitors, primary screen, luminescence, 786-0 RCC cells | 786-0 RCC cells HIF-2a reporter, luciferase luminescence, overnight | inhibition, % at 18.8 µM | 0.72% of 360,000 active | AID 624352, 2012;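 active means inhibition of the luminescence signal of 40% or more relative to plate controls, in a single-dose primary screen at 18.75 µM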
MITF TRPM1 inh = inhibitors of MITF-dependent TRPM1 promoter reporter, primary screen, cell-based, SK-MEL-5, single point, luciferase. inhibition, % at 12.5 µM. SK-MEL-5 TRPM1 promoter luciferase, 24 h. 0.83% of 330,000 active. AID 488899, 2010;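 active means mean inhibition across replicates of 60% or more, whatever share of single replicates reaches that level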; further: values of inactives mirror those of a sister screen read the other way
CaV13 FRET inh = Primary screen for inhibitors of IQ motif and Ca2+-dependent inactivation inhibitor domain binding in CACNA1D, Förster resonance energy transfer in living cells, …; HEK cells, CFP/YFP FRET ICDI-IQ, plate reader, 10 min; percent FRET-ratio fall versus neutral wells; inhibition, % at 12.3 µM; 0.098% of 340,000 active;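 active means mean replicate inhibition of at least 30% and at least 1% of replicates passing that level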;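 further: 0% = median of the neutral control wells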
* marks the source's active call; other numbers are inactive results; nt = not tested or not shown. A portion of the library; count on the stated rates, not on these rows.

#	Structure	m5-HT2A agonist	NR2E3 ag	HIF-2a block	MITF TRPM1 inh	CaV13 FRET inh
1	O=C1NC(Cc2ccccc2)c2nc3ccccc3c(=O)n2-c2cc(Cl)ccc21 (centres undefined)	nt	0.0	nt	nt	-8.6
2	O=C(NN=C1CCCC1)c1[nH]c2ccc(Br)cc2c1-c1ccccc1	nt	-2.9	nt	nt	-4.5
3	COC(=O)[C@@]1(Cc2ccc(F)cc2)[C@H]2c3cc(C(=O)N(C)C)n(CCc4ccccn4)c3C[C@H]2CN1C(=O)c1ccccc1	nt	-4.5	nt	nt	-10.6
4	Cc1ccc2sc(NNC(=O)c3cc(-c4cccs4)nc4ccccc34)nc2c1C	nt	-0.2	nt	nt	-6.6
5	Nc1c(C(=O)c2ccco2)oc2ccccc12	nt	-1.9	nt	nt	-20.1
6	CC(C)n1c(SCC(=O)c2ccc3c(c2)OCCO3)nc2c1c(=O)n(C)c(=O)n2C	nt	-1.9	nt	nt	-9.9
7	S=c1[nH]nc(-c2ccncc2)n1/N=C/c1cccc2ccccc12	nt	-0.4	nt	nt	-3.9
8	Cc1ccc(OCCN2CCN(CC(O)Cn3c4ccccc4c4ccccc43)CC2)cc1 (centres undefined)	nt	-2.6	nt	nt	-2.3
9	CC(=O)Nc1cccc(C(=O)/C=C/c2ccc(/C=C/C(=O)c3cccc(NC(C)=O)c3)cc2)c1	nt	-0.5	nt	nt	-5.2
10	O=C1c2oc3ccc(Cl)cc3c(=O)c2C(c2ccccn2)N1CCCN1CCOCC1 (centres undefined)	nt	2.6	nt	nt	-7.2
11	COc1ccc(C2=NOC(C)(c3sc(-c4ccc(Cl)cc4)nc3C)C2)cc1 (centres undefined)	nt	1.4	nt	nt	-9.1
12	COc1ccc(/C=C2/SC(=O)N(CCC(=O)Nc3ccc(C)cc3)C2=O)cc1OC	nt	5.8	nt	nt	-4.7
13	NS(=O)(=O)c1ccc(CCNC(=O)CCCCCNc2nc(=S)[nH]c3ccccc23)cc1	nt	2.4	nt	nt	10.6
14	Cc1ccc(-n2c(-c3ccccc3)cc(/C=N/NC(=O)CC#N)c2-c2ccccc2)cc1	nt	2.3	nt	nt	1.9
15	O=C(c1cccs1)N1CCN(S(=O)(=O)c2ccc(F)cc2)CC1	nt	-4.9	nt	nt	-4.5
16	O=C(C1CCN(c2ncnc3c2sc2cccc(F)c23)CC1)N1CCCC1	nt	-1.6	nt	nt	-3.4
17	COC(=O)c1cc(NC(=O)/C=C/c2ccccc2)ccc1O	nt	0.7	nt	nt	4.7
18	COc1cccc(-n2c(SCC(=O)Nc3nc4ccccc4s3)nc3ccccc3c2=O)c1	nt	0.3	nt	nt	-4.8
19	O=c1cc(CN2CCN(c3cccc(C(F)(F)F)c3)CC2)nc2sccn12	nt	2.5	nt	nt	-3.8
20	O=C1NCCC/C1=N/Nc1ccc(F)cc1	nt	3.9	nt	nt	-4.9
21	O=C1c2ccccc2S(=O)(=O)c2cc(C(=O)N3CCC(C(=O)N4CCCCC4)CC3)ccc21	nt	0.8	nt	nt	-22.7
22	CC(Sc1nc2c(cc1C#N)CCCCC2)C(=O)O (centres undefined)	nt	2.0	nt	nt	-3.7
23	c1ccc(-c2nc(-c3cccnc3)n[nH]2)cc1	nt	-3.8	nt	nt	-5.3
24	C=CCSc1nnc2n(-c3ccccc3OC)c(=O)c3c4c(sc3n12)CCC4	nt	2.0	nt	nt	-4.2
25	COc1ccc(C(=O)N(C)Cc2ccccc2)cc1Br	nt	4.4	nt	nt	-14.7

Four compounds drawn at random from those above, as already listed:
#	Structure	m5-HT2A agonist	NR2E3 ag	HIF-2a block	MITF TRPM1 inh	CaV13 FRET inh
17	COC(=O)c1cc(NC(=O)/C=C/c2ccccc2)ccc1O	nt	0.7	nt	nt	4.7
15	O=C(c1cccs1)N1CCN(S(=O)(=O)c2ccc(F)cc2)CC1	nt	-4.9	nt	nt	-4.5
25	COc1ccc(C(=O)N(C)Cc2ccccc2)cc1Br	nt	4.4	nt	nt	-14.7
7	S=c1[nH]nc(-c2ccncc2)n1/N=C/c1cccc2ccccc12	nt	-0.4	nt	nt	-3.9

Later entries
#	Structure	m5-HT2A agonist	NR2E3 ag	HIF-2a block	MITF TRPM1 inh	CaV13 FRET inh
26	Cc1oc2c(c1C(=O)N1CCC(C)CC1)C(=O)c1ccccc1C2=O	nt	1.3	nt	nt	-5.6
27	O=C(CC(=O)NC1CCCCC1)N/N=C/c1ccccc1F	nt	0.3	nt	nt	-4.7
28	CCCNC(=O)c1onc(CSc2ccc(F)c(F)c2)c1C(=O)NCCC	nt	2.9	nt	nt	-9.2
29	CCN1CCc2c(OCC(=O)N3CCc4ccccc43)cccc2C1=O	nt	-0.8	nt	nt	-7.9
30	CCN(CC)C(=O)c1ccc2c(=O)n(Cc3cccc(Br)c3)c(=S)[nH]c2c1	nt	0.3	nt	nt	-4.7
31	CCn1c(C)nc2cc(C(=O)N=Nc3c(O)[nH]c4c(C)cc(C)cc34)ccc21	nt	0.6	nt	nt	-1.8
32	COc1ccccc1NC(=O)Nc1nnc(CC(=O)Nc2ccccc2)s1	nt	-6.0	nt	nt	-16.7
33	CC(=O)Nc1ccc2c(c1)C(C)(C)C(C)N2C (centres undefined)	nt	-2.1	nt	nt	-6.6
34	CC(C)(C)OC(=O)NCCCC[C@H](NC(=O)c1[nH]cnc1C(=O)Nc1ccc(CNC(=O)OC(C)(C)C)cc1)C(=O)OC(C)(C)C	nt	5.5	nt	nt	-11.1
35	O=C(N/N=C1/CCCc2ccccc21)c1cc([N+](=O)[O-])cc([N+](=O)[O-])c1	nt	4.9	nt	nt	1.4
36	Nc1nc(CC(=O)CSc2ccc(Cl)cc2)nc(Nc2ccc(F)cc2)n1	nt	-1.1	nt	nt	-2.8
37	CCC(C)(C)c1ccc(OCCCC[n+]2ccc(C)cc2)c(C(C)(C)CC)c1	nt	1.4	nt	nt	-3.9
38	CCOc1cc(/C=N/NC(=O)N/N=C/c2ccc(O)c(OCC)c2)ccc1O	nt	-2.1	nt	nt	-4.6
39	Cc1ccc(S(=O)(=O)c2c[nH]c3cc4c(cc3c2=O)OCO4)cc1	nt	-0.1	nt	nt	-2.2
40	COCCn1c(-c2ccc(Cl)cc2)nc2c(c(=O)c3ccccc3n2C)c1=O	nt	1.5	nt	nt	-5.5
41	COc1ccc(/C=C/C(=O)c2ccc([N+](=O)[O-])o2)cc1OC	nt	12.0	nt	nt	-7.3
42	COc1cc2c(cc1OC)C(C)N(C(=O)c1sc(-c3cnccn3)nc1C)CC2 (centres undefined)	nt	-0.8	nt	nt	-13.3
43	O=C(CN1CCN(c2ccc(O)cc2)CC1)NC1CCCc2ccccc21 (centres undefined)	nt	-2.1	nt	nt	-4.3
44	Cc1ncc(CO)c2c1Oc1nc(-c3ccccc3)nc(SCC(=O)N(C)c3ccccc3)c1C2	nt	-1.2	nt	nt	-2.6
45	Cc1cc(-c2ccccc2)c2c(n1)sc1c(O)cc(=O)[nH]c12	nt	-0.3	nt	nt	-1.8
46	COc1cc(OC)cc(C(=O)OCCNC(=O)Cn2cnc3c2c(=O)n(C)c(=O)n3C)c1	nt	0.4	nt	nt	11.2
47	O=C1CC(C(=O)Nc2ccc(Br)cc2)C2(CCCC2)O1 (centres undefined)	nt	1.2	nt	nt	-7.6
48	O=C1NN(c2ccc(F)cc2)C(=O)/C1=C\c1cnn(-c2ccccc2)c1	nt	0.0	nt	nt	-5.0
49	N/C(=N\OC(=O)COc1ccc2ccccc2c1Br)c1cccnc1	nt	21.4*	nt	nt	-19.1
50	Cc1ccc(NS(=O)(=O)c2cccc(C(=O)NN3CCOCC3)c2)cc1	nt	-2.3	nt	nt	-5.1

Overlap with the part before: four entries, followed by the next part.
#	Structure	m5-HT2A agonist	NR2E3 ag	HIF-2a block	MITF TRPM1 inh	CaV13 FRET inh
47	O=C1CC(C(=O)Nc2ccc(Br)cc2)C2(CCCC2)O1 (centres undefined)	nt	1.2	nt	nt	-7.6
48	O=C1NN(c2ccc(F)cc2)C(=O)/C1=C\c1cnn(-c2ccccc2)c1	nt	0.0	nt	nt	-5.0
49	N/C(=N\OC(=O)COc1ccc2ccccc2c1Br)c1cccnc1	nt	21.4*	nt	nt	-19.1
50	Cc1ccc(NS(=O)(=O)c2cccc(C(=O)NN3CCOCC3)c2)cc1	nt	-2.3	nt	nt	-5.1
51	COc1cccc(-n2c(CN3CCN(Cc4ccccc4)CC3)nc3ccc([N+](=O)[O-])cc3c2=O)c1	nt	-3.7	nt	nt	-4.0
52	CCOC(=O)c1[nH]c2ccc(OC)cc2c1NC(=O)CCN1CCC(C)CC1	nt	1.1	nt	nt	0.3
53	N#Cc1cccc(N=c2ssnc2Cl)c1	nt	nt	nt	0.2	-5.4
54	O=C(O)Cc1sc(Nc2ccc(Cl)cc2)nc1-c1cccs1	nt	nt	nt	80.6*	-4.7
55	CCn1ncc(-c2cc(C(=O)O)no2)c1C	nt	5.1	nt	-7.2	8.0
56	Nc1nonc1C(=O)N/N=C/c1cc(Br)ccc1O	nt	-0.3	nt	57.9	-39.1
57	C=C(C)C(=O)Nc1cccc(C2=NOC3(C2)C[C@@H](C(N)=O)N(C(=O)CCCCC)C3)c1 (some centres undefined)	nt	-63.4	nt	5.7	-4.5
58	O=[N+]([O-])c1cc(CN2CCN(c3cccc(C(F)(F)F)c3)CC2)c2cccnc2c1O	nt	-2.2	nt	38.3	-14.2
59	COC(=O)[C@]12CCCCC=C1N(Cc1ccc3c(c1)OCO3)C(=O)[C@H](CC(=O)NCCCN1CCCC1=O)C2	0.4	nt	4.7	nt	nt
60	CCOC(=O)[C@]12CCCC=C1N(Cc1ccccc1)C(=O)[C@H](CC(=O)NCc1ccc(OC)c(OC)c1)C2	5.8	nt	2.0	nt	nt
61	Cc1ccc(S(=O)(=O)N2[C@@H](CO)CO[C@H]2CC(=O)c2cccs2)cc1	-1.6	nt	-9.2	nt	nt
62	CC1(C(=O)NCc2ccccc2)CSCC(=O)N1CCCN1CCOCC1 (centres undefined)	3.6	nt	-3.8	nt	nt
63	COC(=O)C(C(=O)OC)c1ccccc1NC(=O)OCc1ccccc1	0.7	nt	-5.3	nt	nt
64	CCOC1=C2[C@@H](CN(S(=O)(=O)c3ccccc3C)[C@H]2c2ccc(Cl)cc2)[C@H]2C(=O)N(C3CCCCC3)C(=O)[C@H]2C1	1.3	nt	-26.2	nt	nt
65	COC(=O)[C@@]12C[C@@H](CC(=O)NCc3cccs3)C(=O)N(Cc3cccc4ccccc34)C1=CCC(C)(C)C2	2.2	nt	-3.2	nt	nt
66	COC(=O)C(C(=O)OC)c1ccccc1NS(=O)(=O)c1ccc(C)cc1	1.5	nt	11.3	nt	nt
67	CCC(CC)C(C(=O)NCc1ccccc1)N1CCN(c2cccc(C)c2C)CC1 (centres undefined)	1.7	nt	14.8	nt	nt
68	CCCCCCCCCc1conc1C(=O)/C=C/c1oc2c(c1C)CCC(C)C2 (centres undefined)	3.7	nt	4.6	nt	nt
69	CC(=O)N1CCN(C(C(=O)Nc2c(C)cccc2C)c2ccccc2OC(F)(F)F)CC1 (centres undefined)	1.2	nt	-1.0	nt	nt
70	COc1cccc(C2CC(OCCF)=CC(=O)O2)c1 (centres undefined)	-3.0	nt	-12.1	nt	nt
71	CCCCNC(=O)c1nc(-c2ccncc2)oc1-c1ccc(OC(F)(F)F)cc1	-0.3	nt	2.4	nt	nt
72	COc1cccc(Cn2c(C(C)n3c(C)nc4ccccc43)nc3ccccc32)c1 (centres undefined)	-0.6	nt	19.9	nt	nt
73	O=C(NC1CCCC1)C(C1CC1)n1c(C2CCCC2)nc2ccccc21 (centres undefined)	2.8	nt	-3.0	nt	nt
